FadD28 binding: blocks FadD28 binding to the bisubstrate probe. hit rate 0.22% among 360,000. inhibition, % at 12.5 µM. fluorescence polarization; in the data active = inhibition above about 8.5%, passing the limit was not always enough; inconclusive = no clear call, values can overlap the other calls
FBA Mtb inh: inhibitors of M. tuberculosis fructose-bisphosphate aldolase; hit rate 2.3% among 360,000; inhibition, % at 1 µM; purified M. tuberculosis FBA, fluorescence read-out; P9WQA3; in the data active = inhibition above about 27%;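 note: 0% = vehicle and 100% = reference inhibitor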
Target sequence (P9WQA3 whole entry, looked up): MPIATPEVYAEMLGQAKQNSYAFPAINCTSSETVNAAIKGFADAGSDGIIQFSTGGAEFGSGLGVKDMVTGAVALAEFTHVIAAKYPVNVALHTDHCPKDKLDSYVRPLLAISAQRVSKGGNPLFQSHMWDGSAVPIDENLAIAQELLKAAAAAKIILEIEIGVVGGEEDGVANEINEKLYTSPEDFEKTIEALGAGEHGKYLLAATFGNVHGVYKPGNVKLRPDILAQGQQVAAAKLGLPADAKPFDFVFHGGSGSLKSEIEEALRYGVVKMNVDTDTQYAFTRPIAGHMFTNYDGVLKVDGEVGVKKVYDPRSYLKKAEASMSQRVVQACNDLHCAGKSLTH
GDH-TPI counter: inhibits GDH-TPI coupling enzymes, artifact for Mtb FBA screen. GDH-TPI coupled enzyme counterscreen, NADH absorbance. inhibition, % at 4.8 µM. hit rate 1.2% among 360,000. AID 588335;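 note: 0% = DMSO wells and 100% = wells lacking the enzyme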
DUSP3 inh: inhibitors of human VHR1 phosphatase (DUSP3); P51452; recombinant VHR phosphatase, pNPP absorbance; inhibition, % at 13.3 µM; hit rate 0.52% among 290,000; AID 1654; in the data active = inhibition above about 50%; note: some compounds called inactive have numbers as strong as hits
Target sequence (P51452 whole entry, looked up): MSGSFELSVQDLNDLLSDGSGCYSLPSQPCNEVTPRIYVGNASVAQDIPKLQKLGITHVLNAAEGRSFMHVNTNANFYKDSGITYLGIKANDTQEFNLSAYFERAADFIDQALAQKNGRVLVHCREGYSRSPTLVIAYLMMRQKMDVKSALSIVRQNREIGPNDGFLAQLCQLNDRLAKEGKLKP
CCHFV vOTU inh: blocks the CCHF virus ovarian tumor domain protease | CCHFV vOTU protease, Pep-AMC fluorescence | inhibition, % at 11.5 µM | hit rate 0.55% among 370,000 | AID 651958; note: 0% = vehicle wells with enzyme and 100% = no enzyme wells
Rv3671c inh: inhibitors of M. tuberculosis serine protease Rv3671c. inhibition, % at 5.96 µM. P9WHR9. hit rate 0.048% among 320,000. AID 2606; in the data active = inhibition above about 38%;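 note: extracellular domain of Rv3671c used as enzyme; 0% = enzyme with DMSO and 100% = no enzyme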
Mtb BioA inh: blocks M. tuberculosis BioA enzyme activity; purified M. tuberculosis BioA enzyme, plate reader; inhibition, % at 9.99 µM; hit rate 0.096% among 360,000; in the data active = inhibition above about 40%; inconclusive = no clear call, values can overlap the other calls
MazF activator: activators of E. coli MazEF toxin-antitoxin RNase. activation, % at 20 µM. hit rate 0.32% among 350,000. AID 504720. P0AE70. FAM/BHQ RNA-DNA oligo cleavage fluorescence, 5 h; in the data active = activation above about 50%
UGM FP inh: Mtb UDP-galactopyranose mutase inhibition. inhibition, % at 10 µM. hit rate 0.06% among 320,000. purified UGM, fluorescence polarization probe displacement; in the data active = inhibition above about 10%, passing the limit was not always enough; inconclusive = no clear call, values can overlap the other calls
Target sequence (P9WIQ1 whole entry, looked up): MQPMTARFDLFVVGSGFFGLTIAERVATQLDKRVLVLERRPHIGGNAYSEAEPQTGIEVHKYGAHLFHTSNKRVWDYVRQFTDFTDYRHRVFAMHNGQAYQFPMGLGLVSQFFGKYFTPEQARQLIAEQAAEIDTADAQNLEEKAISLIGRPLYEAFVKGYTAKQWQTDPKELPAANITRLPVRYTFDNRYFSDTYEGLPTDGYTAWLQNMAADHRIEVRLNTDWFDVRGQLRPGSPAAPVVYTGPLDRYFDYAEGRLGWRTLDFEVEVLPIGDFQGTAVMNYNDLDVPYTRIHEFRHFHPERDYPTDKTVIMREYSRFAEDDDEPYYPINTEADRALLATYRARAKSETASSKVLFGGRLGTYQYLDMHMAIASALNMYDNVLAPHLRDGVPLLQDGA
BoNT-F LC inh: inhibitors of Botulinum neurotoxin F light chain protease; Multiplex microsphere protease cleavage assay, flow cytometry; AID 588497; inhibition, % at 10 µM; hit rate 0.22% among 360,000; in the data active = inhibition above about 35%, passing the limit was not always enough; inconclusive = no clear call, values can overlap the other calls; note: plate controls were buffer without enzyme for full effect and enzyme alone for no effect
* = called active by the depositor; ? = inconclusive; . = no result given. Cut-off read from the data, not from the text of the source, unless noted: active = inhibition above about 30%; inactive = the rest.

entry	smiles	CCHFV vOTU inh	Rv3671c inh	Mtb BioA inh	BoNT-F LC inh	FadD28 binding	FBA Mtb inh	GDH-TPI counter	DUSP3 inh	MazF activator	UGM FP inh
1	Cc1ccc(C(=O)c2ccc(CC(=O)O)n2C)cc1	0	3	-0.8	-6	-1.9	-5	27	.	6	2.8
2	COc1cccc2c(=O)c(C(=O)O)c[nH]c12	-22	-7	-1.2	8	-3.3	14	-3	-22	-8	1.4
3	FC(F)(F)c1cccc(N2CCN(c3ccc4nnc(-c5ccccc5)n4n3)CC2)c1	14	-8	-3.0	-18	-2.5	-1	14	12	0	4.3
4	CCC(C)Sc1ccc(-c2nc3ccc(C)cn3c2NCc2ccccc2)cc1OC (stereo not drawn)	.	4	-0.8	-18	-1.2	116*	42*	.	4	2.6
5	Cc1cc(C)cc(NC(=O)Nc2ccc(S(=O)(=O)Nc3cc(C)on3)cc2)c1	.	1	-0.6	?	-9.6	-5	-3	-9	0	-0.5
6	CCC(C)NC(=O)C1CCN(S(=O)(=O)c2cccc3cccnc23)CC1 (stereo not drawn)	-1	-3	-1.4	-14	0.4	3	2	13	8	1.6
7	COc1cc2cc(CN(CCCO)S(=O)(=O)c3ccccc3Cl)c(=O)[nH]c2cc1OC	.	1	.	-1	-1.5	19	-3	20	7	2.6
8	O=C(COC(=O)c1cccnc1)c1ccc(Cl)cc1	-7	1	1.7	0	-4.4	2	-2	5	5	-1.8
9	O=C(Cn1nnc2ccccc2c1=O)Nc1cccc(S(=O)(=O)N2CCOCC2)c1	3	-9	.	-4	-2.4	-1	-6	2	8	0.9
10	COCc1c(C(=O)NCC2COc3ccccc3O2)oc2ccccc12 (stereo not drawn)	2	4	2.6	-4	-4.7	0	0	.	4	0.9
11	COC(=O)C1=C(c2cc3ccccc3s2)C[C@@H]2CC[C@H]1N2C	13	4	1.8	-8	-3.2	0	5	.	-1	0.2
12	CC(C)c1cc(C(=O)Nc2cccc(C(F)(F)F)c2)no1	5	-5	0.8	14	0.0	-2	10	-5	-4	0.1
13	C=CCC[C@H](Cc1ccc(F)cc1)C(=O)OC[C@H](C)NC(=O)[C@H](CC=C)CC(=O)NCCO	-9	2	0.4	-3	-2.6	-2	-4	.	8	1.3
14	COc1cc(C(C(=O)NC2CCCCC2)N(C(=O)Cc2c[nH]c3ccccc23)c2ccccc2C)cc(OC)c1OC (stereo not drawn)	11	4	1.2	-4	-0.1	0	6	40	-6	-1.2
15	COc1ccc(Cl)cc1NC(=O)CSc1nc(-c2ccccc2)cc(=O)[nH]1	20	-7	0.0	.	0.0	-2	10	-8	-4	1.4
16	O=C(CN1C(=O)NC2(CCc3ccccc32)C1=O)c1ccccc1 (stereo not drawn)	11	1	10	7	-1.3	0	7	6	11	-0.8
17	COc1ccc(C(=O)OCC(=O)Nc2ncc([N+](=O)[O-])s2)cc1OC	-1	5	4.7	-6	.	-5	7	.	0	1.8
18	Cc1cccc(NC(=O)c2cc(NC(=O)c3ccccc3)ccc2N2CCCCC2)c1	-2	-10	-1.5	0	-1.3	1	4	-2	9	2.4
19	COc1ccccc1NC(=O)Nc1nc(C(N)Cc2ccccc2)cs1 (stereo not drawn)	7	.	-1.1	-19	-2.3	0	5	.	.	.
20	COC(=O)C1=C(c2c(C)noc2C)C[C@@H]2CC[C@H]1N2C(=O)NCCCOC(C)C	13	-2	-1.3	1	-1.5	-2	9	.	4	-2.0
21	CSCCC(NC(=O)c1ccccc1Cl)C(=O)NC1CCN(Cc2ccccc2)CC1 (stereo not drawn)	-9	-5	-0.1	-6	-2.2	1	9	24	-4	2.6
22	COc1cccc(-n2c(=O)[nH]cc(C(=O)Nc3ccc4c(c3)OCCO4)c2=O)c1	3	9	-1.4	-1	0.4	7	1	1	-10	1.2
23	CCCCN1C(=O)C(=O)N(c2ccccc2)C1=S	-2	3	.	-1	-0.7	9	-1	8	2	2.9
24	Brc1ccc(C2CC(c3ccccc3)=Nc3ccccc3N2)cc1 (stereo not drawn)	3	-9	.	-2	-3.7	4	8	-13	7	0.0
25	CC(O)CNCc1ccc(-c2ccccc2)cc1 (stereo not drawn)	-7	0	0.0	-7	0.7	-1	4	20	11	0.4

Shown field by field: entries from further up.
10) COCc1c(C(=O)NCC2COc3ccccc3O2)oc2ccccc12 (stereo not drawn)
  CCHFV vOTU inh = 2
  Rv3671c inh = 4
  Mtb BioA inh = 2.6
  BoNT-F LC inh = -4
  FadD28 binding = -4.7
  FBA Mtb inh = 0
  GDH-TPI counter = 0
  DUSP3 inh = .
  MazF activator = 4
  UGM FP inh = 0.9
11) COC(=O)C1=C(c2cc3ccccc3s2)C[C@@H]2CC[C@H]1N2C
  CCHFV vOTU inh = 13
  Rv3671c inh = 4
  Mtb BioA inh = 1.8
  BoNT-F LC inh = -8
  FadD28 binding = -3.2
  FBA Mtb inh = 0
  GDH-TPI counter = 5
  DUSP3 inh = .
  MazF activator = -1
  UGM FP inh = 0.2
12) CC(C)c1cc(C(=O)Nc2cccc(C(F)(F)F)c2)no1
  CCHFV vOTU inh = 5
  Rv3671c inh = -5
  Mtb BioA inh = 0.8
  BoNT-F LC inh = 14
  FadD28 binding = 0.0
  FBA Mtb inh = -2
  GDH-TPI counter = 10
  DUSP3 inh = -5
  MazF activator = -4
  UGM FP inh = 0.1
13) C=CCC[C@H](Cc1ccc(F)cc1)C(=O)OC[C@H](C)NC(=O)[C@H](CC=C)CC(=O)NCCO
  CCHFV vOTU inh = -9
  Rv3671c inh = 2
  Mtb BioA inh = 0.4
  BoNT-F LC inh = -3
  FadD28 binding = -2.6
  FBA Mtb inh = -2
  GDH-TPI counter = -4
  DUSP3 inh = .
  MazF activator = 8
  UGM FP inh = 1.3

More results follow:
entry	smiles	CCHFV vOTU inh	Rv3671c inh	Mtb BioA inh	BoNT-F LC inh	FadD28 binding	FBA Mtb inh	GDH-TPI counter	DUSP3 inh	MazF activator	UGM FP inh
26	CCOC(=O)C1CCN(S(=O)(=O)c2cccc(-c3cn4cc(Cl)ccc4n3)c2)CC1	12	-3	.	2	0.0	5	7	-8	-16	-1.6
27	COc1ccc(CN(C(=O)c2ccc(CN3CCOCC3)o2)C(C(=O)NCC2CCCO2)c2ccc(F)cc2)cc1 (stereo not drawn)	-7	1	-1.4	4	-0.4	-3	5	10	12	-0.7
28	Cc1ccc2[nH]c3c(c2c1)CN(C(=O)CN1CC(C)OC(C)C1)CC3 (stereo not drawn)	-1	4	-7.4	?	-4.8	1	-3	-2	43	-1.8
29	COc1cc(Cl)c(C)cc1NC(=O)CSc1sc2c(O)cc(=O)[nH]c2c1C#N	2	-4	-1.2	0	-1.8	1	6	7	-8	1.1
30	Cc1cccc(Cc2cnc(N3C(=N)SC(C)C3=O)s2)c1 (stereo not drawn)	7	-1	.	-3	2.1	1	16	4	1	-0.7
31	CCN1CCN(S(=O)(=O)c2ccc(Cl)c(C(=O)NC(C)(C)C)c2)CC1	6	0	-1.0	-6	-3.4	-1	0	28	2	-3.3
32	Cc1ccc(S(=O)(=O)N=S(CC2CC2(Cl)Cl)CC2CC2(Cl)Cl)cc1 (stereo not drawn)	-1	1	1.9	3	-0.1	0	13	33	-6	.
33	O=C(O)CC1S/C(=N\N=C2CCCCCC2)N(c2ccccc2)C1=O (stereo not drawn)	-9	-3	.	3	-1.4	1	18	21	1	2.3
34	NS(=O)(=O)c1ccc(NS(=O)(=O)c2cccs2)cc1	15	-9	-1.0	5	0.6	-1	7	-8	-9	2.1
35	COc1cc2c(cc1OC)C(c1cccs1)N(C(=O)c1cccnc1)CC2 (stereo not drawn)	0	-2	4.0	2	0.5	4	1	17	-1	3.5
36	O=C(c1ccc(Cn2cc(Br)cn2)cc1)N1CCN(c2ccccc2)CC1	.	-3	.	-1	-1.3	1	0	0	0	3.3
37	N#CCCCSc1nnc(-c2ccccn2)o1	-3	-4	1.1	6	-2.8	2	9	22	6	-2.1
38	O=C(NC1CCCCC1)C1CCCN1S(=O)(=O)c1cccc2nsnc12 (stereo not drawn)	3	-11	1.1	6	-0.3	0	5	10	10	0.2
39	CCCCOc1ccc(-c2ncc(Cl)cn2)cc1	-13	-2	-2.0	-1	-1.2	1	10	2	-19	2.3
40	O=C(NC(=O)N1CCC2(CC1)OCCO2)c1ccc(Cl)cc1	-5	4	-0.9	-3	-2.3	2	2	0	5	.
41	COc1ccc(/C=N/n2cnnc2)cc1Br	19	-5	-1.4	?	-1.9	1	2	14	7	4.0
42	O=C1NCCN/C1=C\C(=O)c1cccc(Br)c1	8	-4	.	6	-1.9	1	11	-8	2	1.7
43	CSc1ccc(/C=C(/NC(=O)c2ccc(C)cc2)C(=O)Nc2cccc(F)c2)cc1	-5	2	.	-4	-2.9	-1	18	5	-6	8.0
44	Cc1cc(=O)n2nc(N3CCCC(C(=O)NCc4ccccc4Cl)C3)sc2n1 (stereo not drawn)	4	5	-0.7	8	0.1	1	10	18	19	1.1
45	CC(C)S(=O)(=O)c1nsc2nc(=O)c(/C=C3\C=Nc4ccccc43)c(N)n12	4	-12	0.9	1	30*	-8	8	6	-1	0.6
46	O=c1cc(-c2ccccc2)nc(SCc2ccc(Cl)cc2)[nH]1	-1	2	-0.6	-3	-2.4	1	-4	10	-4	-0.1
47	O=C(NCCc1ccccc1)c1ccc(S(=O)(=O)N2CCCC2)cc1	-5	2	-1.7	-3	0.7	5	6	.	-2	-0.6
48	Cc1nn(CC(=O)N2CCN(C(=O)c3ccco3)CC2)c(C)c1[N+](=O)[O-]	-14	-4	11	3	-1.3	-1	-5	.	11	0.2
49	Cc1cc(S(=O)(=O)NCc2ccccc2)ccc1OCC(=O)N1CCOCC1	2	2	0.4	-6	0.4	-1	0	12	-3	-1.5
50	CCOc1ccc(NC(=O)CCN2CCN(S(=O)(=O)c3ccc(Cl)cc3)CC2)cc1	9	4	1.8	3	-3.9	3	-8	30	0	-0.2
51	COc1ccc(N2C(=O)CC(N3CCCCC3)C2=O)cc1 (stereo not drawn)	-11	-4	.	-5	-0.4	1	-6	26	5	0.3

High-throughput results from PubChem BioAssay.
